High-throughput results deposited in PubChem by Broad Institute.
FN deposit inh: fibronectin deposition inhibition; AH1F fibroblasts, Alexa488-fibronectin deposition fluorescence, overnight; inhibition, % at 12.6 µM; actives 0.086% (n = 350,000); AID 743247;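 active = mean inhibition across replicates of 30% or more, regardless of how many single replicates reach that level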;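 note: positive control wells lacked labelled fibronectin entirely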
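Material: AH1F fibroblasts assembling fluorescent fibronectin matrix; amount: 10000 AH1F cells/well; medium: DMEM, 2% serum; reagent: Alexa488-fibronectin, 24 nM final in well; dosing: single compound dose, delivered by pin transfer; incubation: 1 h adhesion, overnight exposure; detection: fluorescence after three HBSS washes, excitation 485 nm, emission 525 nm; measure: fibronectin deposition inhibition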
Cneo AK release: Cryptococcus neoformans lysis via adenylate kinase release. actives 0.2% (n = 360,000). C. neoformans lysis, adenylate kinase release luminescence, 4 h; normalised: neutral wells 0, clomiphene wells 100. lysis activity, % at 15 µM. AID 651654;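 active = mean lysis activity across replicates of at least 80%, whatever share of replicates individually reach that level; inactive = mean lysis activity below 80%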
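Assay system: Cryptococcus neoformans yeast cells / Dosing: single-point compound dose / Timing: 4 h at 37 °C static, read 1 h later / Measured by: luminescence of released adenylate kinase using an AK detection reagent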
EWS-Fli inh: inhibitors of EWS/Fli oncoprotein transcriptional activity; A673 NR0B1-luciferase reporter, viability-normalised; inhibition, % at 12.6 µM; actives 0.67% (n = 350,000); AID 651661;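 active = mean inhibition of at least 50% after viability correction, with every replicate also passing that limit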;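 note: firefly luciferase signal divided by Alamar Blue viability fluorescence both relative to DMSO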
miR122 inh: blocks miR-122 activity in Huh7 sensor cells; Huh7 miR-122 Renilla luciferase sensor, 48 h; neutral wells = 0, positive control = 100; activation (reporter increase), % at 12.5 µM; actives 0.3% (n = 340,000);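 active = mean replicate activation score at least 90 and every replicate individually at or above 90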;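 note: higher luciferase means less miR-122 activity so hits act as miR-122 inhibitors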
PGC1a acetyl inh: PGC1a acetylation modulation, inhibitor mode; U2OS PGC1a acetylation, AlphaScreen anti-acetyl-lysine; with virally co-expressed GCN5 acetyltransferase; inhibition, % at 15.6 µM; actives 0.17% (n = 350,000); AID 651687;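 active = every replicate shows inhibition of at least 40%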;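 note: 0% = neutral control wells and 100% = positive control wells; some results beyond the cut were filed as inactive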
LGR2 inh: inhibitors of bursicon-induced Drosophila LGR2 receptor cAMP signaling | HEK293 LGR2, CRE-luciferase, bursicon-stimulated, 4 h | inhibition, % at 9.99 µM | actives 0.35% (n = 380,000) | AID 720647;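 active = drop in luminescence signal, shown as inhibition above about 50% in the replicate tests, limit read from the data, passing the limit was not always enough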;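 note: agonist challenge used bursicon conditioned medium at about half maximal strength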
Casp6 inh: caspase-6 (human) enzyme inhibition; P55212; purified caspase-6, Z-VEID-R110 cleavage fluorescence; inhibition, % at 12.5 µM; actives 0.53% (n = 350,000); AID 686996;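 active = mean inhibition across replicates at least about 35%, with every replicate also reaching that limit, limit read from the data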;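 note: 0% = median of neutral control wells and 100% = no fluorescence left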
Target sequence (P55212 24-179 limits assumed): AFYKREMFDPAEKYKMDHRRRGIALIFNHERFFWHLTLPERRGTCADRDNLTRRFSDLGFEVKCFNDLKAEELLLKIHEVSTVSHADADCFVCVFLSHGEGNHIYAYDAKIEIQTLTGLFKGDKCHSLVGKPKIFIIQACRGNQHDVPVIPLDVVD
Target sequence (P55212 194-293 limits assumed): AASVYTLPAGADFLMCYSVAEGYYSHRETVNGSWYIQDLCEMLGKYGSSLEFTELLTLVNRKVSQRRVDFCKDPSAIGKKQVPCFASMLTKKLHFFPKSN
PAX8 inh HTS: PAX8 transcriptional activity inhibition. RMG-I TPO-luciferase reporter, SteadyGlo, 24 h. inhibition, % at 12.6 µM. actives 1.2% (n = 360,000). AID 652154;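 active = mean replicate inhibition at least 60% with every replicate also reaching 60%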;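 note: luciferase light reporting Pax8 driven TPO promoter activity; plate controls were median of neutral control wells for no effect and mitoxantrone controls for full effect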
* = called active by the depositor; . = no result given; [ ] = remark or other dose.

SMILES	FN deposit inh	Cneo AK release	EWS-Fli inh	miR122 inh	PGC1a acetyl inh	LGR2 inh	Casp6 inh	PAX8 inh HTS
CCOC(=O)C(=NC(C)CC)NNc1ccc(Br)cc1 (configuration not stated)	4	.	-8	.	.	-7	6	-30
Cc1cccc(OCCNc2ncccc2[N+](=O)[O-])c1	.	1	-99	1	-3	-77	1	-185
O=[N+]([O-])c1ccc(NN=Cc2cccc(O)c2)nc1	1	0	-102	.	-21	-63	1	-119
O=C(O)C1=C[C@@H](c2ccc(F)cc2)C[C@@H](OCCCCO)O1	8	0	-2	1	-5	6	3	15
COc1ccc(-c2ccc3c(c2)S(=O)(=O)c2cccc(C(=O)NC4CCCC4)c2C3=O)cc1OC	-5	1	8	3	6	0	-1	-12
CCn1c(C)cc(/C=C2\NC(=O)N(Cc3ccccc3)C2=O)c1C	-4	-2	.	-8	.	.	.	9
CC1C(=O)N(Cc2cn(Cc3ccco3)nn2)CCS(=O)(=O)N1Cc1ccc(-c2cccc(N(C)C)c2)cc1 (configuration not stated)	2	.	-3	2	-5	1	0	5
COc1cccc(C(=O)Nc2ccc3c(c2)C(=O)N(C)[C@@H]2CC[C@@H](CC(=O)NCC(F)(F)F)O[C@H]2CO3)c1	-2	3	0	10[16.7 µM]	1	-14	-2	-13
CC(=O)N1c2c(cc(Br)cc2S(=O)(=O)NCc2ccccc2)CC1C (configuration not stated)	-1	.	-7	125*	.	13	1	-15
CC(C)(C)NC(=O)C(Cc1ccccc1)N1C(=O)c2ccccc2C1=O (configuration not stated)	3	-5	8	2	1	4	0	-78
O=C(/C=C/c1ccccc1)C1=C(O)C(=O)N(CCO)C1c1ccc2c(c1)OCO2 (configuration not stated)	-10	1	0	-3	1	3	4	-9
COC(C[C@@H]1O[C@@H]1C(=O)COCc1ccccc1)OC	1	0	-8	-2	.	0	.	-4
Cc1ccn2c(C(=O)NN=C3CCN(C)CC3)c(C)nc2c1	.	.	-6	.	12	0	-3	2
CCn1c(SCC(=O)Nc2ccc3c(c2)OCCO3)nnc1-c1cccs1	.	-2	.	-6	-24	11	.	.
CC(=O)Nc1ccc(S(=O)(=O)N(C)c2nc3ccccc3nc2Cl)cc1	-4	-1	13	-6	-1	27	0	-7
CCCCC/C(=N\NC(=O)CCC(=O)NCc1ccccc1)c1ccccc1	1	.	3	.	.	13	2	-6
O=C(NC1CCCCCC1)c1ccc(CS(=O)Cc2ccccc2Cl)o1 (configuration not stated)	0	8	-6	17	7	14	6	-3
c1ccc(C2CC3CC(c4ccccc4)N2O3)cc1 (configuration not stated)	.	-3	3	-4	12	-6	1	.
CCC(CC)C1=NN2C(=N)/C(=C/c3ccc(OC(=O)c4ccco4)cc3)C(=O)N=C2S1	1	-2	-8	1	2	-1	8	-3
Cc1ccccc1NC(=O)CSc1nc2scc(C)c2c(=O)[nH]1	-2	2	12	.	.	-5	-5	-67
CO[C@@H]1CN(C)C(=O)c2cc(NC(=O)C3CC3)ccc2OC[C@H](C)N(CC2CCCC2)C[C@H]1C	-7	-2	1	-1[16.7 µM]	-3	7	-2	.
O=C([C@@H]1[C@@H](CO)[C@@H]2Cn3c(ccc(C4=CCCC4)c3=O)[C@@H]2N1Cc1nccs1)N1CCOCC1	.	3	-2	.	.	-11	0	.
CC(C)n1ncc2c(C(=O)N3CCN(Cc4ccc(Cl)s4)CC3)cc(C3CC3)nc21	5	-1	-2	-12	0	1	1	23
NC(=O)CSc1nc2cc([N+](=O)[O-])ccc2n1-c1cccc(C(F)(F)F)c1	-7	-6	7	-4	9	5	4	22
CN1C(=O)c2cc(NC(=O)C3CCOCC3)ccc2OC[C@H]2O[C@H](CC(=O)NCc3ccccc3F)CC[C@H]21	-1	-4	2	-5[16.7 µM]	-2	-5	-5	18
CC1(C)CC2(C)OC(=N)C1(C#N)C2(C#N)C#N (configuration not stated)	1	.	-7	.	.	6	0	5
Cc1ccccc1C(=O)Nn1cnnc1	-3	2	9	-1	-1	5	-4	-9
C=CCC[C@H](Cc1ccc(F)cc1)C(=O)OC[C@H](Cc1c[nH]c2ccccc12)NC(=O)[C@H](CC=C)CC(=O)N(CCO)Cc1ccccc1	1	-4	23	-11	-14	33	2	97*
CCN(CC)c1ccc(NC(=O)c2cccc(C)c2OC)c(C)c1	-1	-2	.	-1	4	-56	.	.
CCC(C)[C@H](NC(=O)N1CCn2c1nc1ccccc12)C(=O)NCc1ccccc1 (some centres not stated)	-5	33	-2	6	-9	6	3	7
Cc1cc(C)c(C#N)c(Sc2nnnn2-c2ccccc2)n1	-4	-2	4	-5	2	-5	1	5
CNS(=O)(=O)c1ccc(NC(=O)c2cnn3c(C(F)F)cc(-c4ccccc4)nc23)cc1	1	-2	7	24	-1	19	1	-9
O=C(/C=C/c1cccnc1)c1cccc(O)c1	-1	0	39	-2	.	4	7	26
Cc1ccc(S(=O)(=O)Nc2ccc3c(c2)C(=O)N([C@@H](C)CO)C[C@@H](C)[C@@H](CN(C)C(=O)CCC(F)(F)F)OCCCC[C@@H](C)O3)cc1	2	1	-4	0[16.7 µM]	-3	-3	0	11
COc1ccc(OC)c(NC(=O)NC2CCCc3ccccc32)c1 (configuration not stated)	-7	-7	-2	-2	0	-2	1	33
O=C(NCC[C@H]1CC[C@H](NS(=O)(=O)c2cccc(F)c2)[C@H](CO)O1)Nc1cc(F)ccc1F	.	-3	-5	.	-15	-4	1	-4
COc1cc(NC(=O)c2cc([N+](=O)[O-])ccc2NC(=O)CNC2CCCCC2)cc(OC)c1	4	-1	-2	15	.	-5	2	32
Cc1csc(NC(=O)C(F)(F)F)n1	-2	2	-15	4	3	-5	0	28
O=C(CSc1cccc[n+]1[O-])N1CCCCCC1	-2	.	-2	.	9	-9	-2	-2
O=C(CN1CCN(c2ccccc2F)CC1)c1ccc(O)cc1O	9	0	.	-6	2	5	-3	-6
COc1ccc2c(c1)CCCN2C(N)=O	.	3	5	0	-9	-1	-1	.
CC(C)(C)CC(=O)NC(=S)Nc1ccccc1C(F)(F)F	-5	32	.	0	-24	5	.	.
C/C(=N\NC(=O)c1ccc(F)cc1)c1ccc(N2CCOCC2)cc1	2	.	-5	.	.	-29	1	-28
Cc1cc(=O)oc2cc(OCC(=O)N3CCCC3)ccc12	.	2	-7	-9	5	-1	2	-15
CCOCCCNC(=O)c1ccc(CN2CCc3ccccc3C2)cc1	-6	1	2	-2	.	-3	-1	17
O=C(CSc1nc2[nH]c(=O)cc(O)c2s1)Nc1cccc(Br)c1	1	0	9	-1	3	-12	6	10
N#Cc1ccc(-c2ccc3c(c2)[C@@H]2[C@@H](CCN2C(=O)c2ccccc2F)[C@@H](CO)N3)cc1	14	0	11	-6[16.7 µM]	11	-8	-3	-15
COc1ccc(Cc2nc3ccc(C(=O)NC(C)C)cc3o2)cc1	6	0	-60	-12	.	.	0	-70
N#C[C@@H]1[C@H](c2ccccc2C2=CCCCC2)[C@H](CO)N1C(=O)c1cccc(F)c1	-8	.	-6	.	-4	2	-4	.
COc1ccc(OC)c(/C=N/c2c(-c3ccc(O)c(OC)c3)nc3ccccn23)c1	8	-2	-65	-3	.	.	-7	-13
C[C@H](CO)N1C[C@H](C)[C@@H](CN(C)Cc2ccc(C(F)(F)F)cc2)Oc2ccc(NC(=O)c3ccncc3)cc2CC1=O	5	5	3	-1[16.7 µM]	11	0	1	-2
COc1ccc(-c2nc(C#N)c(NCCCn3ccnc3)o2)cc1OC	7	-4	.	-5	4	.	.	.
CN1C(=O)c2cc(NC(=O)C3CCOCC3)ccc2OC[C@@H]2O[C@H](CC(=O)NCc3ccc4c(c3)OCO4)CC[C@@H]21	-2	-2	-31	.	.	-16	1	-11
O=C(/C=C/c1ccc(F)cc1)Nc1ccc(S(=O)(=O)Nc2ncccn2)cc1	-14	.	6	.	6	2	-4	6
CN(C)C(=O)CSc1cnc2ccccc2n1	8	.	9	.	.	7	0	10
CNC[C@H]1Oc2c(NS(=O)(=O)c3cn(C)cn3)cccc2C(=O)N([C@H](C)CO)C[C@H]1C	5	2	-8	-3[16.7 µM]	-14	16	-1	-10
Cc1ccc(C(=O)O)cc1Nc1ncnc2sc3c(c12)CCC3	2	-2	8	1	7	-6	7	-5

Limited to miR122 inh, Casp6 inh and FN deposit inh, for two of the compounds above:
Structure	miR122 inh	Casp6 inh	FN deposit inh
Cc1cc(=O)oc2cc(OCC(=O)N3CCCC3)ccc12	-9	2	.
CCOCCCNC(=O)c1ccc(CN2CCc3ccccc3C2)cc1	-2	-1	-6

Molecules above that have fluorine:
SMILES	FN deposit inh	Cneo AK release	EWS-Fli inh	miR122 inh	PGC1a acetyl inh	LGR2 inh	Casp6 inh	PAX8 inh HTS
O=C(O)C1=C[C@@H](c2ccc(F)cc2)C[C@@H](OCCCCO)O1	8	0	-2	1	-5	6	3	15
COc1cccc(C(=O)Nc2ccc3c(c2)C(=O)N(C)[C@@H]2CC[C@@H](CC(=O)NCC(F)(F)F)O[C@H]2CO3)c1	-2	3	0	10[16.7 µM]	1	-14	-2	-13
NC(=O)CSc1nc2cc([N+](=O)[O-])ccc2n1-c1cccc(C(F)(F)F)c1	-7	-6	7	-4	9	5	4	22
CN1C(=O)c2cc(NC(=O)C3CCOCC3)ccc2OC[C@H]2O[C@H](CC(=O)NCc3ccccc3F)CC[C@H]21	-1	-4	2	-5[16.7 µM]	-2	-5	-5	18
C=CCC[C@H](Cc1ccc(F)cc1)C(=O)OC[C@H](Cc1c[nH]c2ccccc12)NC(=O)[C@H](CC=C)CC(=O)N(CCO)Cc1ccccc1	1	-4	23	-11	-14	33	2	97*
CNS(=O)(=O)c1ccc(NC(=O)c2cnn3c(C(F)F)cc(-c4ccccc4)nc23)cc1	1	-2	7	24	-1	19	1	-9
Cc1ccc(S(=O)(=O)Nc2ccc3c(c2)C(=O)N([C@@H](C)CO)C[C@@H](C)[C@@H](CN(C)C(=O)CCC(F)(F)F)OCCCC[C@@H](C)O3)cc1	2	1	-4	0[16.7 µM]	-3	-3	0	11
O=C(NCC[C@H]1CC[C@H](NS(=O)(=O)c2cccc(F)c2)[C@H](CO)O1)Nc1cc(F)ccc1F	.	-3	-5	.	-15	-4	1	-4
Cc1csc(NC(=O)C(F)(F)F)n1	-2	2	-15	4	3	-5	0	28
O=C(CN1CCN(c2ccccc2F)CC1)c1ccc(O)cc1O	9	0	.	-6	2	5	-3	-6
CC(C)(C)CC(=O)NC(=S)Nc1ccccc1C(F)(F)F	-5	32	.	0	-24	5	.	.
C/C(=N\NC(=O)c1ccc(F)cc1)c1ccc(N2CCOCC2)cc1	2	.	-5	.	.	-29	1	-28
N#Cc1ccc(-c2ccc3c(c2)[C@@H]2[C@@H](CCN2C(=O)c2ccccc2F)[C@@H](CO)N3)cc1	14	0	11	-6[16.7 µM]	11	-8	-3	-15
N#C[C@@H]1[C@H](c2ccccc2C2=CCCCC2)[C@H](CO)N1C(=O)c1cccc(F)c1	-8	.	-6	.	-4	2	-4	.
C[C@H](CO)N1C[C@H](C)[C@@H](CN(C)Cc2ccc(C(F)(F)F)cc2)Oc2ccc(NC(=O)c3ccncc3)cc2CC1=O	5	5	3	-1[16.7 µM]	11	0	1	-2
O=C(/C=C/c1ccc(F)cc1)Nc1ccc(S(=O)(=O)Nc2ncccn2)cc1	-14	.	6	.	6	2	-4	6
